# Assay outcomes (PubChem BioAssay)
# ATG4B inhibitor = inhibitors of human ATG4B cysteine protease | Q9Y4P1 | ATG4B cleavage of LC3-PLA2, NBD-HPC fluorescence, 1 h | inhibition, % at 8.33 µM | hit rate 0.51% among 340,000 | AID 504462; in the data active = inhibition above about 40%
# SENP6 inh = inhibitors of human SENP6 protease; Q9GZR1; Recombinant SENP6 catalytic domain, aminoluciferin luminescence; inhibition, % at 10 µM; hit rate 1.8% among 330,000; AID 2599;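 active = inhibition above about 50% at the single tested dose, limit read from the data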;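 also: plate controls were DMSO wells with enzyme for no effect and DMSO wells lacking enzyme for full effect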
# Target sequence (Q9GZR1 628-1112 limits assumed): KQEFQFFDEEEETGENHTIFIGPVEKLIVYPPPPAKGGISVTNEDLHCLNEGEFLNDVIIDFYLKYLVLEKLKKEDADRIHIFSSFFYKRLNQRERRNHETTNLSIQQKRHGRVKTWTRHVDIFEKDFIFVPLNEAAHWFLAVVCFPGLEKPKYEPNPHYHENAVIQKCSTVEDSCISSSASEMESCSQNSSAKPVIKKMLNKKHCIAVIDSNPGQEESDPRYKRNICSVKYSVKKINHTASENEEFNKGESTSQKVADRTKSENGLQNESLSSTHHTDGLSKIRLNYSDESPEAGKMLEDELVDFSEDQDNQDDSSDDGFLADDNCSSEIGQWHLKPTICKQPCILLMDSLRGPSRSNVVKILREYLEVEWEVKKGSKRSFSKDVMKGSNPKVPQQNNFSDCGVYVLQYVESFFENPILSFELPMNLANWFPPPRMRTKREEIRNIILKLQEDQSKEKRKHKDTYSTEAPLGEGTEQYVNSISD
# GRIN3A LBD mod = modulates the human NR3A ligand-binding domain. NR3A LBD differential scanning fluorimetry, Tm shift; 0% = protein alone, 100% = glycine-bound protein. Tm shift relative to glycine control, % at 25 µM. AID 1259313. hit rate 2.5% among 340,000;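 active = melting temperature shift of at least 10% of the positive control shift, at one fixed dose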
# SENP8 block = SENP8 (human) protease inhibition; Q96LD8; recombinant SENP8, Nedd8 substrate fluorescence; inhibition, % at 20 µM; hit rate 0.64% among 360,000; AID 602440; in the data active = inhibition mostly above about 40%, no sharp cut-off; inactive = mostly below about 27%
# Target sequence (Q96LD8 whole entry, looked up): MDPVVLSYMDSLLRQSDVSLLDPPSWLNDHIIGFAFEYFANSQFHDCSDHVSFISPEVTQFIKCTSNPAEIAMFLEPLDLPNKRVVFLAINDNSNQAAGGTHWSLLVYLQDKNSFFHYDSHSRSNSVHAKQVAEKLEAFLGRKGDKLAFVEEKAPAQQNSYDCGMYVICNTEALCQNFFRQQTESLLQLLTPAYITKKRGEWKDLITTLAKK
# PfG6PD inh = PfG6PD (Plasmodium falciparum) enzyme inhibition. PfGluPho enzyme, NADPH resazurin-diaphorase fluorescence. inhibition, % at 20 µM. hit rate 0.78% among 350,000. AID 504690;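 active = inhibition reaching at least a set limit at 20 µM in the primary screen, cut at about 59% in these data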;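 also: 0% = DMSO wells with substrate and 100% = DMSO wells lacking glucose-6-phosphate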
# hIAP act = increases human intestinal alkaline phosphatase activity. P09923. purified human IAP, CDP-Star luminescence, 30 min; stronger effect = higher value; 1 = vehicle-only enzyme, 0 = enzyme-free background. activation factor at 10 µM. hit rate 0.16% among 330,000;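 active = activation factor of the enzyme at least 2-fold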; also: the source names both 10 and 20 µM as test concentration; values of inactives mirror those of a sister screen read the other way
# MPTP inh = inhibitors of mitochondrial permeability transition pore; isolated mouse mitochondria, Ca2+ swelling absorbance, 30 min; hit rate 1.4% among 360,000; inhibition, % at 10 µM;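 active = inhibition of 50% or more, scaled per plate between neutral and stimulator controls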;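 also: 0% = DMSO wells given calcium and 100% = 1 mM EGTA wells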
# SENP1 FRET inh = inhibitors of human SENP1 SUMO protease catalytic domain; inhibition, % at 10 µM; recombinant SENP1 catalytic domain, CyPet-SUMO1-YPet FRET cleavage; AID 624204; hit rate 0.21% among 360,000; Q9P0U3;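 active = inhibition at least 30% at 10 µM, raw YFP signal under a set limit, fluorescence ratio 0.5 to 1.5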;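 also: 0% = enzyme with DMSO and 100% = no enzyme wells; some results filed as inactive read as strong as hits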
# Target sequence (Q9P0U3 419-644 limits assumed): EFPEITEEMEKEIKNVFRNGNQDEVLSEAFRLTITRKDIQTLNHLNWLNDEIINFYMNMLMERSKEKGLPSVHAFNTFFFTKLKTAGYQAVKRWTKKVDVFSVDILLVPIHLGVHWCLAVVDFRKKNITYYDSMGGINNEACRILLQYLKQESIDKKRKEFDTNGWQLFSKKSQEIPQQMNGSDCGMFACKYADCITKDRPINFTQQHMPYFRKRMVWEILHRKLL
#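 system = hSENP1 catalytic domain, recombinant | reagent = SFCypet-SUMO1-SFYpet substrate at 25 nM | doses = one dose per compound, 10 µM, 0.5% DMSO | incubation = enzyme reaction for 50 min at room temperature, dark | measured by = FRET, CFP and YFP emission | controls = no-enzyme low, enzyme-DMSO high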
# Numbers without * were called inactive; / = no result given.
nr	canonical_smiles	MPTP inh	SENP8 block	SENP1 FRET inh	PfG6PD inh	hIAP act	ATG4B inhibitor	SENP6 inh	GRIN3A LBD mod
1	CCOC(=O)N1CCN(CC(=O)N2CCC(C(N)=O)CC2)CC1	1.2	12	1	-19	1	8	12	0
2	CC(C)NC(=O)N(C)C[C@H]1Oc2ccc(NS(=O)(=O)c3ccccc3)cc2C(=O)N([C@H](C)CO)C[C@H]1C	-0.9	2	0	-7	0.9	-10	6	0
3	CC(C)NS(=O)(=O)c1ccc(NC(=O)C2CCCCC2)cc1	-1.2	7	1	-14	1.1	1	-16	2
4	CCSCCc1nnc(NC(=O)Nc2cccc(C(F)(F)F)c2)s1	80*	-3	1	10	1	8	-5	3
5	Clc1ccc(Cl)c(-c2ccc(/C=N/c3ncn[nH]3)o2)c1	-1.5	11	-1	0	0.89	21	-4	-8
6	CC(C)c1cccc(C(C)C)c1NC(=O)COc1nncc2ccccc12	0.0	12	2	-14	0.87	2	-4	0
7	Cc1ccc2cc(/C=N/NC(=O)CN3CCOCC3)c(Cl)nc2c1	-2.2	-10	-13	5	0.99	-3	2	-3
8	Cc1cc2cc3c(cc2nc1SCC(=O)O)CCC3	2.5	-32	-1	-23	0.92	5	20	0
9	CCOc1cccc(C(=O)NC(=S)Nc2cccc(NC(=O)c3ccccc3Cl)c2)c1	1.1	19	1	9	0.91	-3	6	16*
10	Cc1c(C(=O)N2CCN(c3ncccn3)CC2)oc2ccc(F)cc12	-0.3	-20	-3	-2	1	-7	-31	2
11	COc1ccc(CN2CCC[C@]3(N[C@H](c4ccc(C(F)(F)F)cc4)[C@@H]4C(=O)N(Cc5ccccc5)C(=O)[C@@H]43)C2=O)cc1	0.6	4	2	19	/	/	/	/
12	Cc1nnc2ccc(N3CCN(c4ccccn4)CC3)nn12	0.0	12	0	18	0.94	6	5	2
13	O=C(N/C(=C/c1cccs1)C(=O)N1CCOCC1)c1cccs1	0.5	18	2	10	0.81	-1	2	-2
14	COC(=O)Nc1ccc(S(=O)(=O)N2CCCC(C(=O)O)C2)cc1 (stereo not given)	0.2	7	1	-5	1.1	0	-42	-1
15	O=S(=O)(NCCOc1ccccc1F)c1cccc(Br)c1	1.3	12	-3	25	0.86	-31	8	-3
16	Nc1nonc1N/N=C/c1c(O)ccc2ccccc12	56*	-26	-22	38	1.1	-19	11	25*
17	O=C1c2cccnc2C(=O)N1Cc1ccc2c(c1)OCO2	-0.5	19	2	-4	0.86	-2	-1	2
18	O=C(Cn1c(C(F)(F)F)nc2ccccc21)NCCN1CCCC1	-0.8	7	-10	-14	1	-6	0	0
19	CCOC(=O)CCCNC(=O)CCNC(=O)c1ccc(OCCC(C)C)cc1	3.2	21	0	14	0.91	-12	-2	2
20	O=[N+]([O-])c1ccccc1N/N=C/c1cccc(O)c1O	5.2	55*	4	-9	0.8	-1	92*	0
21	CC1C(=O)Nc2ccccc2N1C(=O)c1cccc(C(F)(F)F)c1 (stereo not given)	0.3	12	-1	2	0.95	12	9	3
22	CC(=O)Nc1sc(N/N=C\c2ccccc2Cl)nc1-c1cccs1	1.0	-3	-7	5	0.98	-7	33	-16
23	O=C1CSC(=Nc2ccccc2)N1	-3.0	21	2	-6	0.88	-10	-2	1
24	CC(C(=O)Nc1ccccn1)N1C(=O)c2ccccc2S1(=O)=O (stereo not given)	0.3	21	4	-2	1.1	4	-3	1
25	Cc1ccccc1C(=O)N1CCN(c2ccc(NC(=S)NC(=O)c3ccco3)cc2)CC1	-1.6	36	9	0	0.88	-7	9	-2
26	CC1(C)CC(=NOC(=O)c2ccccc2)CC(C)(C)N1	0.4	10	3	-5	0.81	0	-19	-1
27	COc1ccccc1NC(=S)NC(=O)c1c(-c2ccccc2Cl)noc1C	-0.7	18	3	12	0.96	-17	-17	2
28	CCCCOc1ccc(/C=N/NC(=S)Nc2cccc(C)c2C)cc1	13	40*	-1	8	1.1	8	3	-6
29	CC(CCc1ccccc1)NC(=O)CCNS(=O)(=O)c1ccccc1C(F)(F)F (stereo not given)	0.9	15	1	8	0.86	-14	-5	4
30	Cc1ccc(C(C(=O)NCc2ccc(F)cc2)N(CCCO)C(=O)C2COc3ccccc3O2)o1 (stereo not given)	1.5	9	-1	-4	1.1	-10	-6	2
31	COC(=O)c1ccc(COc2ccccc2/C=N/NC(=O)c2cccnc2)cc1	-0.9	3	0	-2	0.9	-5	-17	-2
32	Cc1cccnc1NC1(C(F)(F)F)N=C2SCCN2C1=O (stereo not given)	-1.0	13	3	-5	0.97	4	-29	0
33	O=C(CCS(=O)(=O)c1cccs1)NC1CCCCCC1	0.2	15	-1	5	1	-14	-10	2
34	CC(=O)NCc1nc2ccccc2n1Cc1ccccc1C	-1.1	8	-2	-37	1.1	6	-7	1
35	COc1cccc(-n2nnc3c(=O)n(CC(=O)NC4CCCC4)cnc32)c1	1.4	12	1	-2	1.1	5	-3	1
36	CCCn1nnc(NC(=O)/C=C/c2ccc(C(C)C)cc2)n1	2.9	25	-3	-14	0.87	1	-5	0
37	Cn1nc(C(=O)Nc2cccc(S(=O)(=O)N3CCCC3)c2)c2ccccc2c1=O	-0.3	8	-5	23	0.98	-7	-3	-2
38	COc1ccc(CN2CC(=O)N3[C@H]4c5ccc(OC)cc5OC[C@@H]4[C@H](c4ccccc4)[C@]3(C)C2=O)cc1	-1.9	9	4	9	0.91	-6	14	-1
39	Cc1[nH]c(=O)[nH]c(=O)c1Sc1ccccc1[N+](=O)[O-]	-1.3	16	0	-14	1	5	15	-3
40	CC(NC(=O)c1ccco1)c1nc(-c2ccc(Cl)cc2)no1 (stereo not given)	1.9	3	1	28	0.95	-4	-3	-2
41	Cc1c(Cl)cccc1N1C(=O)C2ON(c3ccccc3)C(c3cccnc3)C2C1=O (stereo not given)	-2.3	6	0	-7	1.1	0	-12	-2
42	[O-][n+]1onc2c1CCc1c-2nn(-c2ccccc2Cl)[n+]1[O-]	-2.3	27	-3	7	1.1	3	3	1
43	CCOc1ccc(N/C=C/C(=O)c2ccc(C)cc2)c([N+](=O)[O-])c1	6.7	43*	11	5	0.98	0	-13	2
44	COc1ccccc1N(C)S(=O)(=O)c1ccc(C(=O)NCCc2ccc(F)cc2)cc1	-0.2	12	0	16	0.69	0	-32	-7
45	Cc1ccc(OCc2cc(C(=O)NC(C)Cc3cccnc3)no2)cc1C (stereo not given)	-0.8	-1	-3	-6	0.87	-2	5	-3
46	N#C/C(=C\c1ccc(OC(=O)c2cccs2)cc1)c1nc2ccccc2[nH]1	0.6	-276	-70	-1	1	34	17	7
47	CCOc1ccc(-c2n[nH]c(=S)n2/N=C/c2cc3c(cc2[N+](=O)[O-])OCO3)cc1	0.9	33	-10	52	1.1	-3	7	-15
48	Cc1ccccc1OCCN(C#N)c1nc(N(C)C)nc(N(C)C)n1	0.0	0	1	12	0.9	-8	0	-1
49	Cc1cccc(C)c1NC(=O)N1CC=CCC1	-0.3	12	1	0	1.1	-4	-6	2
50	CCN1CCN(c2ccc(S(=O)(=O)N3CCOCC3)cc2NC(=O)CCC(C)C)CC1	1.4	8	0	-11	1.1	-2	-10	1

# 16 entries already listed, ordered by length of the SMILES, rising:
nr	canonical_smiles	MPTP inh	SENP8 block	SENP1 FRET inh	PfG6PD inh	hIAP act	ATG4B inhibitor	SENP6 inh	GRIN3A LBD mod
49	Cc1cccc(C)c1NC(=O)N1CC=CCC1	-0.3	12	1	0	1.1	-4	-6	2
33	O=C(CCS(=O)(=O)c1cccs1)NC1CCCCCC1	0.2	15	-1	5	1	-14	-10	2
32	Cc1cccnc1NC1(C(F)(F)F)N=C2SCCN2C1=O (stereo not given)	-1.0	13	3	-5	0.97	4	-29	0
26	CC1(C)CC(=NOC(=O)c2ccccc2)CC(C)(C)N1	0.4	10	3	-5	0.81	0	-19	-1
36	CCCn1nnc(NC(=O)/C=C/c2ccc(C(C)C)cc2)n1	2.9	25	-3	-14	0.87	1	-5	0
40	CC(NC(=O)c1ccco1)c1nc(-c2ccc(Cl)cc2)no1 (stereo not given)	1.9	3	1	28	0.95	-4	-3	-2
48	Cc1ccccc1OCCN(C#N)c1nc(N(C)C)nc(N(C)C)n1	0.0	0	1	12	0.9	-8	0	-1
27	COc1ccccc1NC(=S)NC(=O)c1c(-c2ccccc2Cl)noc1C	-0.7	18	3	12	0.96	-17	-17	2
39	Cc1[nH]c(=O)[nH]c(=O)c1Sc1ccccc1[N+](=O)[O-]	-1.3	16	0	-14	1	5	15	-3
31	COC(=O)c1ccc(COc2ccccc2/C=N/NC(=O)c2cccnc2)cc1	-0.9	3	0	-2	0.9	-5	-17	-2
29	CC(CCc1ccccc1)NC(=O)CCNS(=O)(=O)c1ccccc1C(F)(F)F (stereo not given)	0.9	15	1	8	0.86	-14	-5	4
43	CCOc1ccc(N/C=C/C(=O)c2ccc(C)cc2)c([N+](=O)[O-])c1	6.7	43*	11	5	0.98	0	-13	2
41	Cc1c(Cl)cccc1N1C(=O)C2ON(c3ccccc3)C(c3cccnc3)C2C1=O (stereo not given)	-2.3	6	0	-7	1.1	0	-12	-2
50	CCN1CCN(c2ccc(S(=O)(=O)N3CCOCC3)cc2NC(=O)CCC(C)C)CC1	1.4	8	0	-11	1.1	-2	-10	1
47	CCOc1ccc(-c2n[nH]c(=S)n2/N=C/c2cc3c(cc2[N+](=O)[O-])OCO3)cc1	0.9	33	-10	52	1.1	-3	7	-15
38	COc1ccc(CN2CC(=O)N3[C@H]4c5ccc(OC)cc5OC[C@@H]4[C@H](c4ccccc4)[C@]3(C)C2=O)cc1	-1.9	9	4	9	0.91	-6	14	-1

# (cont.)
nr	canonical_smiles	MPTP inh	SENP8 block	SENP1 FRET inh	PfG6PD inh	hIAP act	ATG4B inhibitor	SENP6 inh	GRIN3A LBD mod
51	Cc1ccc(-n2c(C)nn(-c3ncc(C(F)(F)F)cc3Cl)c2=O)cc1	-1.8	16	0	-13	1	4	-4	-3
52	COc1ccc(C(=O)N2CCC(C(=O)N3CCN(c4ccccc4)CC3)CC2)cc1	-0.9	-6	0	-4	1.2	-1	6	1
53	O=C(CCCC(=O)OCC(=O)c1ccc(Cl)cc1Cl)Nc1cc(C(F)(F)F)ccc1Cl	-0.9	30	3	-9	1.4	-3	-1	-7
54	CCOCC(=O)Nc1cc(C(=O)NCCc2ccccc2)ccc1Cl	-0.2	3	2	-9	0.98	6	-5	0
55	Cc1cccc(CNC(=O)C2CCC(=O)N(CCCc3ccccc3)C2)c1 (stereo not given)	1.2	13	0	-20	/	/	/	/
56	O=C(O)CC(C(=O)O)N1C(=O)/C(=C/C=C/c2ccco2)SC1=S (stereo not given)	2.2	9	42*	57	1	31	-67	-1
57	CCOc1cccc(SCc2noc(C(=O)NCC3CCCO3)c2C(=O)O)c1 (stereo not given)	-1.4	14	2	-8	0.91	-3	-7	17*
58	COc1cc(C(=O)Nc2cc(C)ccn2)cc(OC)c1OC	1.3	13	1	-9	0.9	2	-4	-1
59	COc1ccccc1-n1cnnc1SCC(=O)NCC1CCCO1 (stereo not given)	-1.3	12	0	1	0.87	0	8	0
60	COc1cccc2c1O/C(=N\O)C(C(=O)Nc1ccc(C)cc1)C2 (stereo not given)	8.6	18	-1	15	1	4	7	-1
61	Cc1cc(C)cc(NC(=O)OCCN2CCN(Cc3ccccc3)CCC2=O)c1	1.0	13	1	-15	0.86	-1	-11	-1
62	CCCC(C)NC(=O)C1CC(=O)N(CCc2ccc(F)cc2)C1 (stereo not given)	-0.1	11	0	32	1.2	2	25	0

# Looked up by structure from above (2):
nr	canonical_smiles	MPTP inh	SENP8 block	SENP1 FRET inh	PfG6PD inh	hIAP act	ATG4B inhibitor	SENP6 inh	GRIN3A LBD mod
54	CCOCC(=O)Nc1cc(C(=O)NCCc2ccccc2)ccc1Cl	-0.2	3	2	-9	0.98	6	-5	0
51	Cc1ccc(-n2c(C)nn(-c3ncc(C(F)(F)F)cc3Cl)c2=O)cc1	-1.8	16	0	-13	1	4	-4	-3

# No enrichment for hits; any-hit rate near 6.7%.
